Screens: PubChem BioAssay, National Center for Advancing Translational Sciences (NCATS)
FEN1 inh: qHTS Assay for the Inhibitors of Human Flap endonuclease 1 (FEN1) | P39748 | Recombinant FEN1 flap cleavage, fluorescence, 15 min | Potency, µM (highest dose often 114 µM), for the others: top-dose activity change, negative = inhibition, hits mostly inhibitors | actives 0.35% (n = 390,000); further: nearly all actives have a fitted effect of over 65% in size
Target sequence (P39748 whole entry, looked up): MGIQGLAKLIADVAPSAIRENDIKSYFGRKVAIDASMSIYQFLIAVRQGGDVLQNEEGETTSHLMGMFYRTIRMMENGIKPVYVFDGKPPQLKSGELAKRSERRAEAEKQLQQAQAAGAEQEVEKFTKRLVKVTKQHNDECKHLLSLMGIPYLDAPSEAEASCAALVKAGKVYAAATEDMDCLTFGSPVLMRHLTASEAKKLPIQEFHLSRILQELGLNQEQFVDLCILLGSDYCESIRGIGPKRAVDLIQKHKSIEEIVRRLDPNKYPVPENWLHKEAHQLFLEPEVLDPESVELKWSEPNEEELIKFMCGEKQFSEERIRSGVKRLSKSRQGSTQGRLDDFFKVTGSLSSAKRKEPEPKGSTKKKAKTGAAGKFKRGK
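Potency values derive from four-parameter Hill fits of normalized qHTS data. The reaction used 10 nM FEN1 preincubated 15 min at room temperature with compound, then 50 nM DNA substrate, read at 0 and 15 min.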
TDP1 inh: qHTS Assay for Inhibitors of Tyrosyl-DNA Phosphodiesterase (TDP1); recombinant TDP1, AlphaScreen DNA substrate cleavage; Potency, µM (highest dose often 130 µM), for inactives: top-dose activity change, negative = inhibition, usual class: inhibitors; actives 0.28% (n = 350,000); Tyrosyl-DNA phosphodiesterase 1 (Homo sapiens), Q9NUW8; further: nearly all actives have a fitted effect of over 40% in size
Target sequence (Q9NUW8 whole entry, looked up): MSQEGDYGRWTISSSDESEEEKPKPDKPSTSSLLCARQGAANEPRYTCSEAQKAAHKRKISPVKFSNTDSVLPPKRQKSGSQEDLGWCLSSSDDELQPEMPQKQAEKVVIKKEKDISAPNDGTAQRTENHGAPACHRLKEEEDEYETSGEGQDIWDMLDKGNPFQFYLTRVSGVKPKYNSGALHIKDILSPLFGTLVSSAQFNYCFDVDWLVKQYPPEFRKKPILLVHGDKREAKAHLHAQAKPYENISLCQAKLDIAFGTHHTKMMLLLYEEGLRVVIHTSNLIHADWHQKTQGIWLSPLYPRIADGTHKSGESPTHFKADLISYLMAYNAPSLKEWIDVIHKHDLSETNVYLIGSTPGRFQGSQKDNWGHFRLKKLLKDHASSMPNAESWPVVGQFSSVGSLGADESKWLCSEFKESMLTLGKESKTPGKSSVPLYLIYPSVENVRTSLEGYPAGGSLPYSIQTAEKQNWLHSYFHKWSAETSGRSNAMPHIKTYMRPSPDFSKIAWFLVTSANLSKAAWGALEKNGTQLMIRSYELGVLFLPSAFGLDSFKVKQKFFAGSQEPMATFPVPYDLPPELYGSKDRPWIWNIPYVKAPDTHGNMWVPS
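Steps: enzyme plus compound, 15 min RT; add biotin/phosphotyrosine-FITC oligonucleotide (15 nM final), react 5 min; add donor/acceptor beads (10 ug/ml final), 10 min; read AlphaScreen. Tdp1 at 1 nM final.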
N370S GC mod: qHTS Assay for Inhibitors and Activators of N370S glucocerebrosidase as a Potential Chaperone Treatment of Gaucher Disease | AID 2101, 2009 | Potency, µM (top dose mostly 59.4 µM), for the others: at the top dose activity change, negative = inhibition, hits mostly inhibitors | N370S GC spleen homogenate, 4MU-glucoside fluorescence | actives 0.092% (n = 330,000);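 further: 0% = full enzyme activity and -100% = no enzyme basal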
Numbers without * were called inactive; ? = inconclusive; nt = no result given; & = joins results of further samples; [ ] = remark or other dose. The call rests on the fitted dose curve; in most records, active means well fitted curve in the direction sought with a large enough effect; inconclusive means small, poorly fitted or top-dose-only effect, or another doubt; inactive means no such curve, though single readings can be large; an effect the other way counts as inactive or inconclusive. Unless noted, on the % scale 0 is the no-effect control and ±100 the full control effect; potency means the concentration at half of the fitted maximal effect.

compound | TDP1 inh | FEN1 inh | N370S GC mod
CC(NC(=S)Nc1ccc(S(=O)(=O)N2CCOCC2)cc1)C1CC2CCC1C2 (stereo not given) | 0.6% | -19.1% | 8.1%
O=C(Nc1cccnc1)c1ccc(Cl)c([N+](=O)[O-])c1 | 1.2% | -9.9% | -2.8%
CC1CCC(NC(=O)Cn2c3c(c(-c4ccccc4Cl)cc2=O)CCC3)CC1 (stereo not given) | 5.4% | 5.4% | 12.5%
COc1ccc(C(C(=O)NC(C)(C)C)N(C(=O)CCC(=O)Nc2cc(C)on2)c2cccc(C)c2C)cc1 (stereo not given) | -19.3% | 3.3% | -4.3%
O=C1[C@H](O)[C@@H](O)C(=O)N1Cc1ccccc1 | nt | 3.6% | -5.6%
CCc1nnc(NC(=O)CCc2ccccc2OC)s1 | 2.2% | -3.7% | -1.1%
Cc1cccc(C)c1Nc1c(-c2ccccn2)nc2ccc(Cl)cn12 | 5.0% | 8.0% | nt
CN(C)c1ccc(-c2cccc(C3CC=CC4C3C(=O)N(Cc3ccccc3)C4c3ccc(C(F)(F)F)cc3)c2)cc1 (stereo not given) | 17.9%&3.5% | -3.0%&-0.1% | -5.8%&-6.1%
CSc1ccc(-c2nnn(Cc3ccc(C)cc3)n2)cc1 | -12.4% | -21.8% | 6.7%
Cc1ccccc1NC(=S)N1CCN(c2ccccc2)CC1 | nt | 22.0% | -1.7%
O=C1CCSc2ccc(S(=O)(=O)Nc3ccc(Cl)c(C(F)(F)F)c3)cc2N1 | 4.2% | 4.4% | nt
CC(C)C(OC(=O)c1ccco1)C(=O)NC1CCCCC1 (stereo not given) | -1.9% | -3.5% | 4.9%
Cc1nc2oc3ccccc3c(=O)c2c(=O)n1Cc1ccccc1 | 2.4% | -18.9% | 6.6%
Cc1ccc(S(=O)(=O)NC(=O)c2cc(C)n(CC(c3ccccc3)N(C)C)c2C)cc1 (stereo not given) | 0.0% | 15.2% | -19.2%
Cn1c(-c2sccc2OCc2cccc(C(F)(F)F)c2)n[nH]c1=S | 0.0% | -7.7% | 10.7%
Cc1ccc(Cl)cc1NC(=O)Cn1c(SCC(=O)NCc2ccccc2)nc2ccccc21 | 6.2% | -3.1% | nt
Cc1nc(-c2cccc(NC(=O)Cc3ccccc3)c2)cs1 | 2.7% | -4.1% | 7.6%
Nn1cnn(Cc2ccccc2)c1=S | 3.2% | -13.4% | -1.6%
Clc1cccc(OCCN2CCN(CCOc3cccc(Cl)c3)CC2)c1 | 7.9% | -22.7% | -25.0%
CCS(=O)(=O)Nc1ccc(C2=NN(C(=O)c3ccco3)C(c3ccco3)C2)cc1 (stereo not given) | 1.9% | 3.8% | -6.6%
Cc1cc2c(cc1S(=O)(=O)N(C)CC(=O)Nc1ccc(C#N)cc1)OCC(=O)N2 | 0.5% | 0.0% | nt
O=C(N/N=C/c1c[nH]c2ccccc12)c1cc(Cl)ccc1O | nt | 0.8% | -2.8%
COc1cc(C(=O)Nc2cccc3c2CCCC3)cc(OC)c1OC | nt | 12.5% | -4.9%
CSc1ncccc1C(=O)OCC(=O)NC(C)(C)C | 2.4% | 14.9% | -2.3%

17 successive entries from above, quoted:
compound | TDP1 inh | FEN1 inh | N370S GC mod
CN(C)c1ccc(-c2cccc(C3CC=CC4C3C(=O)N(Cc3ccccc3)C4c3ccc(C(F)(F)F)cc3)c2)cc1 (stereo not given) | 17.9%&3.5% | -3.0%&-0.1% | -5.8%&-6.1%
CSc1ccc(-c2nnn(Cc3ccc(C)cc3)n2)cc1 | -12.4% | -21.8% | 6.7%
Cc1ccccc1NC(=S)N1CCN(c2ccccc2)CC1 | nt | 22.0% | -1.7%
O=C1CCSc2ccc(S(=O)(=O)Nc3ccc(Cl)c(C(F)(F)F)c3)cc2N1 | 4.2% | 4.4% | nt
CC(C)C(OC(=O)c1ccco1)C(=O)NC1CCCCC1 (stereo not given) | -1.9% | -3.5% | 4.9%
Cc1nc2oc3ccccc3c(=O)c2c(=O)n1Cc1ccccc1 | 2.4% | -18.9% | 6.6%
Cc1ccc(S(=O)(=O)NC(=O)c2cc(C)n(CC(c3ccccc3)N(C)C)c2C)cc1 (stereo not given) | 0.0% | 15.2% | -19.2%
Cn1c(-c2sccc2OCc2cccc(C(F)(F)F)c2)n[nH]c1=S | 0.0% | -7.7% | 10.7%
Cc1ccc(Cl)cc1NC(=O)Cn1c(SCC(=O)NCc2ccccc2)nc2ccccc21 | 6.2% | -3.1% | nt
Cc1nc(-c2cccc(NC(=O)Cc3ccccc3)c2)cs1 | 2.7% | -4.1% | 7.6%
Nn1cnn(Cc2ccccc2)c1=S | 3.2% | -13.4% | -1.6%
Clc1cccc(OCCN2CCN(CCOc3cccc(Cl)c3)CC2)c1 | 7.9% | -22.7% | -25.0%
CCS(=O)(=O)Nc1ccc(C2=NN(C(=O)c3ccco3)C(c3ccco3)C2)cc1 (stereo not given) | 1.9% | 3.8% | -6.6%
Cc1cc2c(cc1S(=O)(=O)N(C)CC(=O)Nc1ccc(C#N)cc1)OCC(=O)N2 | 0.5% | 0.0% | nt
O=C(N/N=C/c1c[nH]c2ccccc12)c1cc(Cl)ccc1O | nt | 0.8% | -2.8%
COc1cc(C(=O)Nc2cccc3c2CCCC3)cc(OC)c1OC | nt | 12.5% | -4.9%
CSc1ncccc1C(=O)OCC(=O)NC(C)(C)C | 2.4% | 14.9% | -2.3%

The results go on.
compound | TDP1 inh | FEN1 inh | N370S GC mod
O=C(CSc1nc(-c2ccc(F)cc2)cs1)N1CCN(C(=O)c2ccco2)CC1 | 2.1% | -9.2% | 6.5%
O=C(O)c1cccc(-n2cccc2/C=C2\SC(=O)N(Cc3ccccc3F)C2=O)c1 | 8.91µM* | 8.4% | 5.3%
CCOC(=O)C1CCC(CN(Cc2ccc(Cl)cc2)S(=O)(=O)c2cc(Cl)cc(Cl)c2)CC1 (stereo not given) | -5.2% | 18.8% | nt
O=C(c1cc2ccccc2oc1=O)N(Cc1ccc(F)cc1)C1CCS(=O)(=O)C1 (stereo not given) | nt | -2.5% | -3.2%
O=C(CC1C(=O)OCCN1Cc1ccccc1)Nc1cccc(Cl)c1 (stereo not given) | 4.5% | 11.0% | nt
CC(=O)N1CCN(C(=O)c2ccc3c(c2)OCO3)CC1 | -1.8% | -2.2% | nt
COc1ccc(CNC(=O)c2ccc(N3CCOCC3)c([N+](=O)[O-])c2)cc1 | 8.9% | 1.5% | 9.6%
CCn1c2ccccc2c2cc(C3N=C(N)Nc4nc5ccccc5n43)ccc21 (stereo not given) | -10.2% | 8.8% | 23.5%
Cc1ccc2c(c1)c1c3n2CCN(C(=O)CN2CCN(C)CC2)C3CCC1 (stereo not given) | 9.6% | -2.4% | -20.9%
CCNC(=S)N(CCCN(C)C)Cc1cc2cc3c(cc2[nH]c1=O)OCCO3 | nt | -3.7% | ?
COc1ccccc1N1CCN(Cc2ccsc2)CC1 | -3.9% | 2.5% | 5.3%
Cc1cc(C)cc(N2C(N)=NC(N)=NC2c2cccc(Cl)c2)c1 (stereo not given) | nt | -5.0% | -24.6%

At a glance, some entries already given:
compound | TDP1 inh | FEN1 inh | N370S GC mod
COc1ccccc1N1CCN(Cc2ccsc2)CC1 | -3.9% | 2.5% | 5.3%
Cc1cc(C)cc(N2C(N)=NC(N)=NC2c2cccc(Cl)c2)c1 (stereo not given) | nt | -5.0% | -24.6%

(further entries)
compound | TDP1 inh | FEN1 inh | N370S GC mod
CCOC(=O)c1c(NC(=O)COc2ncnc3ccccc23)sc(C(C)=O)c1C | 0.6% | -4.6% | 20.8%
COCc1ccc(CN2CCCC(CO)(Cc3ccccc3C)C2)o1 (stereo not given) | -2.8% | 0.4% | -2.6%
C/C(=N/NC(=O)c1cnccn1)c1ccncc1 | 4.6% | 1.2% | -14.8%
O=C(Nc1cccc(C(F)(F)F)c1)c1cc(-c2ccco2)on1 | 9.8% | -8.6% | -1.3%
Cc1ccc(OCCNC(=O)/C=C/c2ccccc2)cc1 | 0.0% | 0.4% | 5.5%
COc1ccc(NC(=O)CSc2ccc(-c3ccco3)nn2)cc1 | -9.2% | -6.9% | -0.3%
O=C(NC1CC(=O)N(c2ccccc2)C1)c1ccc(S(=O)(=O)N2CCOCC2)cc1 (stereo not given) | 0.0% | -1.1% | nt
O=C1COc2ccc(NC(=O)N3CCN(c4ccc(F)cc4)CC3)cc2N1 | 2.9% | -9.8% | 11.9%
O=C(NCc1ccco1)C1CC(c2cc(C(F)(F)F)cc(C(F)(F)F)c2)=NO1 (stereo not given) | 2.4% | -14.9% | 0.7%
Cc1ccc2nc(SC(C)C(=O)N3CCCC3)[nH]c2c1 (stereo not given) | 4.8%[56.1 µM] | -0.9% | -7.3%
N/C(=N\N=C\c1ccc([N+](=O)[O-])cc1)c1nonc1N | 5.2% | 2.8% | 5.5%
CC(C)(C)C(=O)Cn1c[n+](N)cn1 | 7.2% | -4.9% | 4.0%
O=C(CCCn1cc([N+](=O)[O-])cn1)N1CCCCC1 | -3.8% | 5.1% | -3.1%
O=C(c1ccco1)N(Cc1ccccc1)Cc1ccccn1 | 3.5% | 2.9% | -2.4%
Cc1ccc(C)c(N2CCN(C(=O)C3CCC3)CC2)c1 | nt | 22.0% | -22.9%
CCc1c(C)sc(NC(=O)C2CCCO2)c1C#N (stereo not given) | -2.6% | -13.3% | 5.1%
N#Cc1cn(CC(=O)N2CCc3ccccc3C2)c2ccccc12 | 5.5% | 0.3% | -10.3%
COc1ccc2[nH]c(=O)c(CN(Cc3cccs3)C(=S)NCC3CCCO3)cc2c1 (stereo not given) | nt | -20.4% | 6.8%
Cc1cnc(C(=O)OCC(=O)N(Cc2ccccc2)C(C)C)cn1 | 5.1% | -1.8% | 3.3%
CCCc1ccc(S(=O)(=O)N/N=C\c2ccc3c(c2)OCO3)cc1 | 2.9% | 5.4% | 20.1%
Cc1cccc(C)c1OCc1nnc(SCC(=O)Nc2cccc(C(=O)N3CCOCC3)c2)n1C | 2.7% | -1.7% | 14.3%
CCN(C1CCCCC1)S(=O)(=O)c1ccc(S(=O)(=O)NCCc2ccncc2)cc1 | 6.1% | -12.3% | -28.9%
Cc1cc(N(C)C)c(C#N)c(=O)[nH]1 | -1.0% | 5.1% | 0.8%
O=C(CCc1ccc(S(=O)(=O)NC2CCCCC2)cc1)N(Cc1ccccc1)Cc1ccccc1 | -2.0% | -0.4% | 8.4%
C[C@@H](c1ccccc1)N1Cc2ccccc2Oc2cc(Br)ccc2S1(=O)=O | -0.1%[56.1 µM] | -20.4% | nt
Cc1ccc(CC(=O)NC(C)CCc2ccccc2)cc1 (stereo not given) | -1.5% | -8.6% | -5.3%
CCOC(=O)c1cnc2c(C)cccc2c1NCCc1ccc(OC)c(OC)c1 | 0.9%&0.0% | ? | -14.4%
Cc1nc2ccccc2c2oc(C(=O)Nc3ccc4c(c3)OCCO4)cc12 | 0.0% | ? | -1.2%
CC(C)(C)OC(=O)CN1C(=O)C(Sc2n[nH]c(-c3ccccc3)n2)CCc2ccccc21 (stereo not given) | 6.4% | 4.5% | 14.9%
COc1ccc(NS(=O)(=O)c2cccc(C(=O)NN=Cc3ccc(OC)cc3OC)c2)cc1 | 1.7% | -2.6% | nt
Cc1ccc(C2=NN(C(=O)c3cccs3)C(c3ccccc3O)C2)cc1 (stereo not given) | 2.4% | -10.5% | 18.6%
COc1ccc(C(=O)Nc2ccnn2C2CCN(C(=O)CCC(F)(F)F)CC2)cc1 | 0.1% | -16.9% | -18.3%
CCCCN1C(=S)SC(C)(C)C1/[N+]([O-])=C/c1cccnc1 (stereo not given) | 1.0% | -3.4% | 18.5%
COc1ccc(C)cc1N(C(=O)c1ccc(F)cc1)c1nc2ccccc2s1 | 3.2% | 4.2% | 9.4%
COc1ccccc1N(C(=O)CN1C(=O)c2ccccc2S1(=O)=O)C(C(=O)NCC1CCCO1)c1ccc(F)cc1 (stereo not given) | 2.6% | 7.8% | -11.4%
C#CCOCCOCCOCCNc1nc(N2CCN(C(=O)[C@H](Cc3ccc(O)cc3)n3cc([C@@H](N)C(C)CC)nn3)CC2)nc(N2CCN(C(=O)[C@H](CCCCN)n3cc([C@@H](N)CC(C)C)nn3)CC2)n1 (stereo not given in full) | 0.0% | nt | 1.7%
COc1cccc(OC)c1C(=O)Nc1ccc(N2CCCC2)cc1 | nt | -6.6% | -2.4%
O=C(NC1(C(F)(F)F)C(=O)Nc2c1c(=O)[nH]c(=O)n2-c1ccc(F)cc1)c1ccccc1 (stereo not given) | 3.2% | -6.8% | nt
O=C(COC(=O)c1ccc(S(=O)(=O)NCc2ccco2)cc1)Nc1ccc(Cl)cn1 | nt | -6.6% | 4.3%
CCOc1cccc(CNC(=O)c2ccc(N3CCCC3)c(NC(=O)NCc3ccc(F)cc3)c2)c1 | -1.2% | 23.6% | nt
C=C(C)n1c(=O)n(Cc2ccccc2C)c2ccccc21 | nt | -23.0% | ?
